# High-throughput results: PubChem BioAssay, several laboratories
# PG9 Ab binder: PG9 antibody binding by small molecule | inhibition, % at 6.7 µM | 360,000 tested, 0.43% active | TR-FRET gp120-PG9 antibody binding; in the data active = inhibition above about 8.5%
# SMARCA2 act: activators of SMARCA2 function; MG213 cells, MMTV-luciferase reporter, dexamethasone, overnight; activation, % at 9.1 µM; 370,000 tested, 1% active; AID 652017; in the data active = activation above about 7.8%;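 note: 0% = vehicle wells and 100% = reference activator wells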
# ADAM17 inh: inhibitors of human ADAM17; recombinant ADAM17, EDANS/DABCYL FRET peptide cleavage; inhibition, % at 6.95 µM; 370,000 tested, 0.83% active;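 active = inhibition above the mean of compounds lying between control limits plus 3 SD, set per campaign, cut at about 8.5% in these data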;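 note: 0% = DMSO-only wells as the low control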
# Target sequence (P78536 215-824 limits assumed): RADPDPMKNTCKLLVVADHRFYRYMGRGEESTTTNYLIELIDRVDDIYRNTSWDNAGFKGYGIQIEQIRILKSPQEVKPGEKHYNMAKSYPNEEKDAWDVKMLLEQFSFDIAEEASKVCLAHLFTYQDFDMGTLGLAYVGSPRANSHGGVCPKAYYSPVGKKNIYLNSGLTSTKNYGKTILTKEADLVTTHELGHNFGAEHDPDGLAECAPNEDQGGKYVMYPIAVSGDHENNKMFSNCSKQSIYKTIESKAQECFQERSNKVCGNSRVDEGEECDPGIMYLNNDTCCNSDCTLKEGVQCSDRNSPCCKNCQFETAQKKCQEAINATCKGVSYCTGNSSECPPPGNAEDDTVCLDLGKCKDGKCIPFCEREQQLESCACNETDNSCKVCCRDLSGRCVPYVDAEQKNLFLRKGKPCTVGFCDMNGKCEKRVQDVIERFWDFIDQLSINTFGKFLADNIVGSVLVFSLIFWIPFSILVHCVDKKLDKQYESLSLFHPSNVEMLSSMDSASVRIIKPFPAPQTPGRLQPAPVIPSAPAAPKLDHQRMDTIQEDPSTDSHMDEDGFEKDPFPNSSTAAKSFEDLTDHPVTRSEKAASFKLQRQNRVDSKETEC
# DAX1 inh-1: DAX1 (NR0B1) inhibition, primary screen. HEK293T StAR-luciferase reporter, SF-1/DAX-1 repression relief. inhibition, % at 6.8 µM. 370,000 tested, 1.1% active. AID 652010;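 active = inhibition above the mean over all tested compounds plus 3 SD, cut at about 3.6% in these data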;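 note: 0% = DAX-1 cells with DMSO and 100% = cells lacking DAX-1 with DMSO; higher inhibition means more luminescence from relief of DAX-1 repression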
# ssDAF-12 act: activators of S. stercoralis DAF-12 nuclear receptor; activation, % at 6.8 µM; HEK293 ssDAF-12/GRIP1 lit1-tk-luc reporter, luminescence; % of 3 µM dafachronic acid response; 370,000 tested, 1% active; AID 652126;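 active = activation above the mean over all tested compounds plus 3 SD, cut at about 0.9% in these data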;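 note: 0% = DMSO-only wells and 100% = 3 µM delta7-dafachronic acid wells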
# FXN GAA850 act: frataxin GAA850 promoter activation. HEK293 lucGAA850 FXN promoter luciferase reporter, 24 h; percent of 10 µM SAHA response. activation, % at 6 µM. 360,000 tested, 0.56% active;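 active = activation above the average of all compounds screened plus 3 SD, cutoff fixed separately per campaign, cut at about 7.5% in these data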;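 note: 0% = DMSO wells and 100% = 10 µM SAHA wells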
# hcDAF-12 act: H. contortus DAF-12 activation, primary screen; HEK293 hcDAF-12 lit1-tk-luc reporter, luminescence; 0% DMSO, 100% Δ7-dafachronic acid; activation, % at 6.8 µM; 370,000 tested, 1.4% active; AID 652067;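 active = activation above the mean of all tested compounds plus 3 SD, cut at about 5.5% in these data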;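 note: 100% = response to 3 µM Δ7-dafachronic acid high control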
# hgDAF12 agonist: hgDAF-12 agonism, primary luciferase screen; 370,000 tested, 1.8% active; activation, % at 6.8 µM; HEK293 GAL4-hgDAF12 UAS-luciferase reporter, agonist luminescence; normalized to butyrate control;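 active = activation above a cutoff set at the mean of all screened compounds plus 3 SD, cut at about 10% in these data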;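 note: 0% = DMSO wells and 100% = sodium butyrate wells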
# NPR1 activator: GC-A (human) enzyme activation; P16066; 370,000 tested, 0.14% active; activation, % at 10 µM; HEK293 GC-A cells, cGMP TR-FRET, EC30 ANP; 0% at EC30 ANP, 100% saturating ANP; in the data active = activation above about 40%
# DAX1 inh-2: inhibits human nuclear receptor DAX1; inhibition, % at 6.75 µM; 340,000 tested, 0.99% active; HEK293 Gal4-DAX1 luciferase reporter, luminescence; AID 504766; P51843;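 active = inhibition above the mean over all tested compounds plus 3 SD, cut at about 4.2% in these data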;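 note: 0% = DAX1-transfected cells with DMSO and 100% = empty-vector control cells with DMSO; inhibition shows as a rise in luminescence from relieved DAX1 repression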
# Target sequence (P51843 207-470 limits assumed): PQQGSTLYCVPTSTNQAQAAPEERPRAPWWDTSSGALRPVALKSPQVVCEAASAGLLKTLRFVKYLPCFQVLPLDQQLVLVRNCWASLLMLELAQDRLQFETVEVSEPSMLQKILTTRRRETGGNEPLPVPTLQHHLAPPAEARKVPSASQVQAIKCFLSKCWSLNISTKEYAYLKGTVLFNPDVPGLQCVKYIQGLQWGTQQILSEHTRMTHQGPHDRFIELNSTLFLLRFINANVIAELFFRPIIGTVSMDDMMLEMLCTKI
# ADAM10 inh: inhibitors of human ADAM10; O14672; recombinant ADAM10, EDANS/DABCYL FRET peptide cleavage, 3 h; inhibition, % at 7 µM; 370,000 tested, 0.62% active; AID 720582;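 active = inhibition above a per-campaign cutoff equal to the mean of compounds falling between control-based bounds plus 3 SD, cut at about 20% in these data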;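 note: 0% = DMSO wells while the 100% control is not disclosed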
# An asterisk follows results filed as active; nt = not tested or not shown. Rows were taken by chance; 6.8% or so of the library scored in one or more.
SMILES,PG9 Ab binder,SMARCA2 act,ADAM17 inh,DAX1 inh-1,ssDAF-12 act,FXN GAA850 act,hcDAF-12 act,hgDAF12 agonist,NPR1 activator,DAX1 inh-2,ADAM10 inh
Cc1ccc(C)c(OCC(O)CN2CCCCC2C)c1 (configuration not stated),-2.6,1,1,0.2,-0.8,-1.8,-2.0,-0.8,0,0.0,3
Cc1ccc2nc(N(CCCN(C)C)C(=O)c3ccc(S(=O)(=O)N(C)C)cc3)sc2c1,-0.2,-1,-2,-0.3,-0.1,-0.9,-0.6,-0.2,2,0.1,-3
CCOc1ccc(NC(=O)CCC(=O)NNC(=O)COc2ccc(C)cc2Br)cc1,-1.3,-1,-5,0.4,-0.5,-0.3,-0.2,6.8,3,1.5,1
CC(C)(C)OC(=O)C[C@H]1C/C=C\C[C@@H](CC(=O)NCCO)C(=O)NC[C@@H](c2ccccc2)OC1=O,0.9,-1,-2,1.0,-1.5,-0.1,-0.6,0.0,1,-0.3,-4
CC1CCCC(C)N1C(=O)COC(=O)c1ccc2ccccc2n1 (configuration not stated),1.0,1,-3,-0.6,-0.9,0.0,0.6,0.4,0,0.2,-4
CCCc1nnc(NC(=O)CS(=O)(=O)c2ccc(C)cc2)s1,0.9,-1,0,0.3,-0.1,1.8,0.2,1.4,4,1.7,-1
CCCC(O)(CCC)C(=O)NN(C(=O)OC)c1ccccc1,-1.4,-2,-2,0.2,-1.5,-0.1,0.3,0.9,0,-0.5,-3
CCCCCC(=O)N1C[C@@H](O)[C@H](n2cc(COC(=O)c3ccccc3)nn2)C[C@@H]1c1ccc(OC)cc1,-0.3,3,1,-1.1,-0.9,-1.4,-1.8,-1.6,0,-0.7,-7
Cc1ccc(OCCCCN2CCc3ccccc3C2)cc1,-0.4,0,-2,0.0,-0.3,1.3,3.7,0.8,1,-0.3,6
Cc1ccc(C)c(NC(=O)C(=O)NCC2CCCN2S(=O)(=O)c2cccs2)c1 (configuration not stated),-0.2,-3,-6,-2.9,-1.3,-1.2,-1.2,0.8,0,-1.6,0
CCOC(=O)n1cc(-c2cnc(CNC(=O)C(C)(c3ccccc3)c3ccccc3)o2)c2ccccc21,-1.5,1,0,-0.4,-0.5,nt,2.3,-1.2,-3,nt,1
NC(N)=NC(N)=Nc1ccc2ccccc2c1,-1.4,-1,-2,-0.5,-0.3,-0.1,1.5,-2.0,1,1.6,-1
O=C(C1CC1)N1N=C(c2ccccc2)CC1(O)C(F)(F)C(F)(F)F (configuration not stated),-1.7,-3,0,-0.2,-1.2,-0.4,-1.1,-1.3,2,0.8,-5
CCOC(=O)C1(CCc2ccccc2)CCN(Cc2ccn[nH]2)CC1,-1.0,-2,-5,-0.1,-1.4,3.0,-0.5,-0.9,4,-0.9,-12
COc1ccc(N(C(=O)c2ccc(S(=O)(=O)N3CCCC3)cc2)C2C=CS(=O)(=O)C2)cc1 (configuration not stated),0.8,-3,-3,-0.2,-0.9,1.3,0.3,-1.2,-2,0.4,-6
CCOC(=O)C(=CNc1ccccc1N1CCOCC1)C(=O)OCC,-1.1,-4,-1,-0.8,-2.4,0.8,-2.7,-0.8,9,-0.1,-7
Fc1cccc(CSc2nc3ccncc3[nH]2)c1,-1.3,2,1,4.4*,-0.8,3.1,1.9,3.9,7,1.2,-7
O=C(c1ccc(Cl)cc1)C1CCN(CC(=O)N2CCCCC2)CC1,2.7,-1,1,-0.4,-1.0,1.7,-2.0,-1.4,-3,-0.6,4
CCc1ccccc1S(=O)(=O)Cc1ccc(C(=O)N2CCN(c3ccccn3)CC2)o1,0.4,-1,-3,-0.3,-1.6,-0.4,-1.3,-0.6,-2,-1.4,-7
O=C(CN1C(=O)c2ccccc2S1(=O)=O)NCCC1=CCCCC1,-1.4,2,-1,-0.5,-1.1,1.2,-1.0,-1.7,6,-0.3,4
O=C(/C=C/c1ccccc1Cl)NNC(=O)c1cccs1,-0.8,0,0,0.8,-1.4,0.9,-1.2,4.0,4,2.1,-3
CC1(C(=O)NS(=O)(=O)c2cccc(C#N)c2)CCN1C(=O)c1cccc2ccccc12 (configuration not stated),0.8,5,-1,-0.3,-1.1,0.7,2.5,1.7,2,nt,1
O=C(Nc1cccc(-n2cnnn2)c1)c1ccco1,-1.2,-1,-4,-0.5,-1.2,-1.9,-1.4,-3.4,3,0.2,-11
CC(=O)c1ccc(N2CCN(C(=S)NCCCN(C)C)CC2)cc1,-0.7,8.2*,-3,0.2,-1.5,1.8,1.0,0.9,-5,-0.4,1
NC(CCc1ccccc1)c1csc(NC(=O)NCCc2ccccc2)n1 (configuration not stated),-0.9,-3,0,1.8,-1.3,2.2,0.7,-1.3,-10,nt,1
COc1cccc(NC(=O)COc2cccc3c2CCNC3=O)c1,0.1,-4,-2,-2.7,-1.2,-1.4,-0.9,3.9,1,0.1,1
COc1ccc(CCNc2nnc(Sc3nnnn3-c3ccccc3)s2)cc1OC,0.8,-2,5,1.9,-0.8,5.9,-1.7,-7.1,4,-4.7,7
COc1ccc(-c2cc(C(=O)Nc3ccc(F)cc3F)no2)cc1,-1.2,0,-3,0.1,-1.2,1.3,-2.7,1.4,-3,2.6,-6
O=C(N/N=C\c1ccc([N+](=O)[O-])o1)C1COc2ccccc2O1 (configuration not stated),-3.3,-5,-1,-3.9,-3.0,-3.8,-6.1,-18,-3,-2.1,-4
CCc1nc2c(OCCc3cccc(OC)c3)cccn2c1N(C=O)Cc1ccccc1,-1.5,-4,0,-0.9,-1.6,0.2,-3.2,-4.0,-2,nt,-1

# 2 records picked at random from the list so far:
SMILES,PG9 Ab binder,SMARCA2 act,ADAM17 inh,DAX1 inh-1,ssDAF-12 act,FXN GAA850 act,hcDAF-12 act,hgDAF12 agonist,NPR1 activator,DAX1 inh-2,ADAM10 inh
COc1ccc(-c2cc(C(=O)Nc3ccc(F)cc3F)no2)cc1,-1.2,0,-3,0.1,-1.2,1.3,-2.7,1.4,-3,2.6,-6
CC(=O)c1ccc(N2CCN(C(=S)NCCCN(C)C)CC2)cc1,-0.7,8.2*,-3,0.2,-1.5,1.8,1.0,0.9,-5,-0.4,1

# Remaining list, next part:
SMILES,PG9 Ab binder,SMARCA2 act,ADAM17 inh,DAX1 inh-1,ssDAF-12 act,FXN GAA850 act,hcDAF-12 act,hgDAF12 agonist,NPR1 activator,DAX1 inh-2,ADAM10 inh
O=C(/C=C/[C@H]1O[C@@H](n2ccc(=O)[nH]c2=O)[C@H](O)[C@@H]1O)NCCN1CCOCC1,0.4,-3,-1,-1.5,-1.1,nt,0.7,0.2,0,nt,-4
Cc1ccc(CS(=O)(=O)Cc2ccc(C(=O)NCc3cccnc3)o2)cc1,-2.0,-3,-6,-0.7,-1.1,-4.3,-1.2,-1.9,0,-0.5,3
O=C(Nc1ccccc1)N1CCOCC1,-0.6,-1,4,-0.3,-1.0,0.2,-0.3,-1.2,-1,1.1,3
CC[N+]1=C(C)C(C)(C)c2cc(C)ccc21,1.4,-5,-6,-1.9,-2.1,0.6,-2.3,-4.7,-1,-2.9,-4
OC[C@@H]1CN(Cc2cccnc2)C[C@H](n2cnc3c(N4CCN(c5ccccc5)CC4)ncnc32)O1,1.3,-3,5,-1.1,-1.7,-0.5,-2.6,1.3,-5,nt,-2
Cc1cc(O)ccc1-c1cnc2ccccc2n1,-1.2,7,4,-0.5,-2.1,3.1,0.9,3.8,1,0.9,-3
CSc1ncc(Cl)c(C(=O)Nc2nnc(SC/C=C/c3ccccc3)s2)n1,0.1,-2,1,-0.8,-1.2,-0.4,0.1,-1.2,-3,1.9,9
CC(=O)N/N=C/c1cc2c(cc1[N+](=O)[O-])OCO2,1.3,-4,-4,0.3,-1.6,0.6,0.3,2.4,2,-1.1,-11
C#CCOCCOCCOCCNc1nc(N2CCN(C(=O)[C@H](CCCCN)n3cc(CC(C)O)nn3)CC2)nc(N2CCN(C(=O)[C@H](CCCCN)n3cc(CC(C)O)nn3)CC2)n1 (some centres not stated),-1.9,0,-1,0.2,-1.0,0.0,0.3,-0.2,0,2.0,5
CC1=NNC(=O)C1Cc1ccc(F)cc1 (configuration not stated),0.2,-6,-4,0.1,-1.1,0.1,2.7,-2.4,-6,2.3,-2
Cc1ccc(NC2CC(=O)N(c3ccc(N4CCCCC4)cc3)C2=O)cc1 (configuration not stated),2.6,1,1,0.6,-1.8,1.2,0.4,-2.2,1,-1.2,3
CCCCn1nnnc1C(c1ccccc1)N1CCN(C(=O)C2CCCO2)CC1 (configuration not stated),-0.8,1,-2,-1.4,-0.9,nt,-0.8,-0.3,2,nt,-3
CCOC(=O)CN(C)S(=O)(=O)c1ccc(-c2cc(C(=O)OC)sc2C(F)(F)F)cc1,0.1,-1,3,-0.3,-1.5,0.0,-0.7,-0.6,-5,nt,6
CCOc1ccc(C2C(C#N)=C(N)N(N(C)C)C3=C2C(=O)CCC3)cc1 (configuration not stated),-2.6,0,-3,0.2,-0.6,0.7,-1.3,-0.6,3,3.0,4
CCc1ccc2c(CN3CCN(S(=O)(=O)c4ccc5c(c4)OCCO5)CC3)cc(=O)oc2c1,-1.4,-5,-3,-0.4,-1.3,-0.6,-1.5,-2.3,-3,-0.7,11
O=c1cnc2cc([N+](=O)[O-])ccc2[nH]1,-2.0,0,4,0.2,-0.8,0.8,-0.3,0.8,-2,0.4,8
Cc1ccc(N2CCN(C(=O)c3cccc([N+](=O)[O-])c3)CC2)cc1Cl,-1.7,-3,3,-0.4,-1.9,0.4,-1.6,1.9,-3,-1.4,11
COC(=O)/C(=C\Nc1ccc(Oc2ccc(F)cc2F)nc1)NC(=O)c1ccccc1,-1.0,-2,-2,1.0,-0.9,0.2,-0.6,0.0,-9,nt,-4
C=CCN1C(=O)C2C(C(=O)NC)C3C=CC2(O3)C1C(=O)NCc1ccc(OC)cc1 (configuration not stated),-1.2,-1,-5,-1.0,-1.2,-0.5,2.1,5.4,1,-0.3,-3
CCOC1=NC(C(=O)O)c2ccccc2/C(=C(/C)Cl)N1 (configuration not stated),-0.8,1,-4,0.5,-0.9,-1.9,-1.9,2.5,-2,0.1,-11
Cc1ccc(C(=O)Nc2cccnc2)cc1NC(=O)c1ccco1,0.3,-3,-2,-0.5,-1.3,-2.2,-1.2,-1.3,3,0.3,-7
Cc1ccc(CNC(=O)COc2ccc(S(=O)(=O)NC(C)C)cc2)cc1,-0.3,-3,-4,-1.8,-2.0,1.7,-2.1,3.5,2,0.8,-6
Cc1cccc(C)c1Nc1nnc(SCC(=O)c2ccc3c(c2)NC(=O)CO3)s1,0.8,-2,-1,-0.4,-1.4,-0.9,-1.9,2.1,-5,-1.6,1
O=C(CCc1nc2ccccc2c(=O)[nH]1)NCc1cccc(Cl)c1,0.5,2,-3,0.8,-1.2,1.6,-0.1,-0.8,1,0.1,-10
CCCCN1C(=O)NC2NC(=O)NC21 (configuration not stated),0.2,-1,-1,0.0,-1.4,0.5,-0.3,-0.6,-1,-0.9,3
Cc1ccc(-n2cnc3scc(-c4cccs4)c3c2=O)cc1,1.8,0,-13,0.0,-0.8,0.2,3.5,-1.4,0,0.4,-51
COc1cc(/C=C(/C#N)C(=O)NCc2ccccc2)cc(OC)c1OC,2.5,-1,-6,0.1,-1.4,3.7,-0.2,0.9,12,-1.0,-3
CN(C)c1ncc([N+](=O)[O-])cc1C(F)(F)F,1.1,1,-2,-0.1,-0.2,1.1,0.6,0.2,4,0.8,-6
